NCI-60 one-dose screen, 48 h, at 10 µM unless noted. Numbers give growth in % (100 = growth as untreated, 0 = no growth, -100 = all killed).
KM12: KM12 colon cancer cells | 82,000 tested, 5% active
HCT-116: HCT-116 colon cancer; 82,000 tested, 7.3% active
SF-268: SF-268 CNS cancer cells; 82,000 tested, 3.1% active; AID 1794759
HCC-2998: HCC-2998 colon cancer. 79,000 tested, 4.7% active
SNB-19: SNB-19 CNS cancer cells. 81,000 tested, 2.5% active. AID 1794751
SF-539: SF-539 CNS cancer; 81,000 tested, 6.8% active; AID 1794752
U251: U251 CNS tumor cells; 80,000 tested, 5.4% active; AID 1794753
SF-295: SF-295 CNS cancer cells; 79,000 tested, 5.6% active
SNB-75: SNB-75 CNS cancer; 79,000 tested, 5% active
An asterisk follows results filed as active; x = no result given; & = joins results of further samples; [ ] = remark or other dose. How the source made its calls: active means growth percent below 10; inactive means the rest.

#	compound	KM12	HCT-116	SF-268	HCC-2998	SNB-19	SF-539	U251	SF-295	SNB-75
1	CN(CCNCc1ccccn1)CCNCc1ccccn1	-0.1*	-25*	20	-47*	45	3.1*	11	-6.0*	13
2	CNCCCOc1c(Br)cc(CCNC(=O)/C(Cc2cc(Br)c(OC)c(Br)c2)=N/O)cc1Br	-1.1*	-92*	4.4*	-49*	-23*	-74*	-84*	-65*	8.3*
3	CCc1cccc(C)c1NC(=O)c1sc2nc3c(cc2c1N)C(=O)CCC3	19	32	43	10	68	-14*	2.8*	11	-2.8*
4	CCCCNC(=O)NS(=O)(=O)c1ccc(N2N=C(c3ccc(C)cc3C)CC2c2ccc(OC)c(OC)c2)cc1 (centres undefined)	75	72	100	86	93	104	81	73	87
5	COc1ccc(-c2nc(N/N=C/c3ccccc3Br)nc(N3CCOCC3)c2C#N)cc1	108	101	103	115	103	110	103	105	110
6	O=C1/C(=C/c2ccc(OCc3ccc(Cl)cc3)cc2)N=C2SCCCN12	106	90	111	102	94	109	95	101	95
7	Cc1nc(C)c(F)c(=O)[nH]1	x	94	98	102	99	101	94	99	84
8	CN1CCN(Cc2ccc(NC(=O)c3cncc(C#Cc4cncc5[nH]ncc45)c3)cc2C(F)(F)F)CC1	3.7*	1.9*	2.2*	6.3*	46	-57*	25	29	20
9	COc1cc(C2C3=C(COC3=O)N(CCO)c3cc4c(cc32)OCCO4)cc(OC)c1OC (centres undefined)	-29*	0.5*	27	-0.5*	7.6*	-25*	9.6*	-5.2*	-5.0*
10	O=C(CC(C(=O)c1ccccc1)N1CCN(Cc2ccccc2)CC1)c1ccccc1 (centres undefined)	101	23	106	x	99	94	75	109	92

More results:
#	compound	KM12	HCT-116	SF-268	HCC-2998	SNB-19	SF-539	U251	SF-295	SNB-75
11	COc1cccc(-c2nn(-c3ccccc3)cc2-c2ccnc(NCCCNS(=O)(=O)c3cccc4ccccc34)c2)c1	70	51	66	62	63	77	50	46	85
12	CC1=NN(c2ccc(Cl)cc2S(=O)(=O)O)C(=O)C1N=Nc1ccc(OS(=O)(=O)c2ccc(C)cc2)cc1 (centres undefined)	108	109	108	115	109	x	106	83	104
13	COC(=O)C1=NC(=O)C(C#N)=C(C(=O)OC)C1(C(=O)c1ccc(OC)cc1)c1ccc(OC)cc1 (centres undefined)	95	86	100	108	x	96	97	89	89
14	N#CC(C#N)N=Nc1ccc(Br)cc1	81	13	90	46	96	30	83	96	94
15	Oc1c(-c2cc(C(F)(F)F)[nH]n2)cc(Cl)c(OCc2ccc(Cl)cc2)c1-c1ccc(Cl)c(C(F)(F)F)c1	2.0*	-24*	-5.5*	13	19	-12*	8.7*	x	-18*
16	Cc1[nH]n(C(=O)c2ccccc2)c(=O)c1N=Nc1ccc(S(=O)(=O)N=C(N)N)cc1	103	116	100	97	98	109	96	120	78
17	NC(N)=NCCN1CCCCCCC1	113&106	102&99	116&113	107&98	103&113	106&125	106&101	110&104	110&106
18	CC(C)(CC(=O)c1ccccc1)CC(=O)c1ccccc1	104	97	107	101	97	117	116	120	81
19	C=C(C)COc1ccc(Br)cc1	110	107	104	110	108	112	95	x	120
20	COc1ccc2cc(-c3csc(Nc4cccc5ccccc45)n3)c(=O)oc2c1	100	78	89	105	95	92	89	96	74

New compounds follow.
#	compound	KM12	HCT-116	SF-268	HCC-2998	SNB-19	SF-539	U251	SF-295	SNB-75
21	O=C(O)/C=C/c1c2ccccc2cc2ccccc12	104	100	94	106	102	88	85	101	79
22	O=C(O)c1ccc(-n2cc(CO)c(-c3ccc(F)c(F)c3)n2)cc1	98	89	103	102	113	103	104	95	99
23	COc1ccc(C(=O)COc2ccc3c(c2)O/C(=C\c2ccc(Cl)cc2)C3=O)cc1	93	71	88	100	x	102	98	80	92
24	COc1cccc(-c2nc3occn3c2-c2ccnc(NCCCNS(=O)(=O)c3cccc(F)c3)n2)c1	93	82	87	127	109	106	111	95	117
25	CCN(C(C)=O)c1ccccc1	109	105	107	101	109	131	x	118	91
26	O=C(CNc1nc(-c2ccccc2)cs1)Nc1cccc([N+](=O)[O-])c1	-44*	-34*	-58*	-100*	-88*	-100*	-63*	-94*	-36*
27	O=C1c2ccccc2C(=O)c2c1ccc1[nH]c(-c3ccc(-c4nc5c6ccccc6c6ccccc6c5[nH]4)cc3)nc21	105	91	104	116	98	102	108	114	90
28	COc1cc(N)c2ncsc2c1	112	108	109	107	107	95	112	115	86
29	COc1ccc(OC)c(/C=C/C(=O)c2c(C)nc3ccccc3c2/C=C/c2ccccc2)c1	69	34	74	94	81	100	54	76	59
30	CCOC(=O)Cn1c(C)cc(C)c(C#N)c1=O	101	103	102	112	98	97	100	98	95

(continued)
#	compound	KM12	HCT-116	SF-268	HCC-2998	SNB-19	SF-539	U251	SF-295	SNB-75
31	C[C@]12CCC(=O)C=C1CC[C@@H]1C2=CC[C@@]2(C)[C@H]1CC[C@]2(O)C(=O)COC(=O)c1ccc([N+](=O)[O-])cc1Cl	97	101	95	112	86	100	84	104	87
32	Cc1cc(N2CCN(CC(=O)Nc3ccc4c(ccn4Cc4ccccc4)c3)CC2)nc(Cl)n1	94	79	91	112	84	96	83	81	91
33	CCOC(=O)C(Nc1ccccc1)c1ccc(N(CC)CC)cc1 (centres undefined)	97	101	112	87	95	x	101	100	94
34	Cc1ccc(/C=C/C(=O)c2ccc(NC(=O)CSc3nc4[nH]c(=O)n(C)c(=O)c4[nH]3)cc2)cc1	63	106	92	105	86	92	65	96	80
35	O=c1oc2ccccc2c(O)c1Sc1c(O)c2ccccc2oc1=O	107	106	113	108	101	105	107	108	95
36	Nc1ncnc(Nc2ccc(C(F)(F)F)cc2)n1	105	95	101	101	99	107	94	101	88
37	Cc1ccc(S(=O)(=O)c2ccccc2)cc1	25	19	48	52	43	29	17	2.7*	-19*
38	C/C=C(C)/C=N/Nc1nc(-c2ccc(Br)cc2)cs1	95	89	100	105	99	102	99	95	102
39	CN1C(=O)c2ccccc2CC12c1ccccc1C(=O)N2C (centres undefined)	109	98	104	108	103	107	103	x	93
40	O=c1[nH]c2cc(Cl)c(Cl)cc2n2cc3cccnc3c12	87	101	112	117	87	103	95	x	79

(list continues)
#	compound	KM12	HCT-116	SF-268	HCC-2998	SNB-19	SF-539	U251	SF-295	SNB-75
41	COC1/C=C\OC2(C)Oc3c(C)c(O)c4c(O)c(c(CN(C)CCO)c(O)c4c3C2=O)NC(=O)/C(C)=C\C=C/C(C)C(O)C(C)C(O)C(C)C(OC(C)=O)C1C (centres undefined)	106	107	97	121	x	91	109	113	83
42	O=c1sc2ncnc3ncn1c32	70	51	82	80	97	46	87	38	46
43	NS(=O)(=O)c1ccc(CCN2C(=O)/C(=C\c3ccc(Cl)cc3)C=C2c2ccc(-c3ccccc3)cc2)cc1	95	43	87	97	90	102	85	93	105
44	N#Cc1ccccc1C#N	111	107	106	103	111	106	105	113	91
45	COc1ccc(-c2cnc3nonc3n2)c(OC)c1	109	94	103	114	96	114	101	106	95
46	COC(=O)[C@]12CCC(C)(C)C[C@H]1[C@H]1C(=O)C[C@@H]3[C@@]4(C)C[C@@]5(C(=O)Nc6ccccc65)C(C)(C)[C@@H]4CC[C@@]3(C)[C@]1(C)CC2	87[8.25 µM]	52[8.25 µM]	76[8.25 µM]	76[8.25 µM]	92[8.25 µM]	84[8.25 µM]	x	65[8.25 µM]	71[8.25 µM]
47	Cc1cc(=O)oc2cc(OC(=O)CN3CCOCC3)ccc12	100	99	98	116	98	101	105	106	81
48	Nc1ccc(Oc2c(F)c(F)c(Oc3ccc(N)cc3)c(F)c2F)cc1	110	81	98	73	95	111	83	103	90
49	COc1cc(-c2cc(-c3ccccc3)nc(Nc3nc4ccccc4[nH]3)n2)cc(OC)c1OC	110	97	106	108	105	98	103	110	102
50	CCOC(=O)c1c(C)nc2c(c1N)CC(=O)N2Cc1ccc(F)cc1	98	88	96	103	97	93	91	95	95

(next part)
#	compound	KM12	HCT-116	SF-268	HCC-2998	SNB-19	SF-539	U251	SF-295	SNB-75
51	CC(=O)C(=Cc1ccc(N(C)C)cc1)C(C)=O	100	96	92	92	101	102	96	97	74
52	C/C=C/C(O)CC (centres undefined)	100	99	97	103	100	102	99	93	97
53	CN1C(=O)N(C)C2(c3ccccc3)OC(=S)NC12c1ccccc1 (centres undefined)	92	95	89	106	98	92	99	93	88
54	C[n+]1c2ccccc2nc2c(N)cc(N)cc21	64	78	25	92	-5.7*	49	8.9*	89	75
55	Cc1ccc(-n2cnc3c(NC(=O)Nc4ccccc4)ncnc32)c(-n2nc(C)cc2C)c1	91	90	89	105	97	100	102	98	99
56	CN(C)C(=O)c1ccc(SC(=S)NCc2ccccc2)cc1	102	100	124	104	109	102	17[100 µM]	119	110
57	CCNc1cccc(C)c1	120	95	108	111	103	101	114	103	x
58	O=C(/C=C/c1cccs1)Nc1ncc(Cc2ccc(Cl)c(Cl)c2)s1	22	45	68	54	71	65	59	30	64
59	c1ccc(-c2csc(Nc3nc(-c4ccccc4)nc4ccccc34)n2)cc1	100	93	95	100	94	91	89	96	x
60	CCNC(=S)Cc1ccccc1	103	103	102	107	105	103	97	96	96

Given with one line to a screen: part of the list above.
54) C[n+]1c2ccccc2nc2c(N)cc(N)cc21
52) C/C=C/C(O)CC (centres undefined)
58) O=C(/C=C/c1cccs1)Nc1ncc(Cc2ccc(Cl)c(Cl)c2)s1
53) CN1C(=O)N(C)C2(c3ccccc3)OC(=S)NC12c1ccccc1 (centres undefined)
59) c1ccc(-c2csc(Nc3nc(-c4ccccc4)nc4ccccc34)n2)cc1
51) CC(=O)C(=Cc1ccc(N(C)C)cc1)C(C)=O
55) Cc1ccc(-n2cnc3c(NC(=O)Nc4ccccc4)ncnc32)c(-n2nc(C)cc2C)c1
Compound | 54 | 52 | 58 | 53 | 59 | 51 | 55
KM12 | 64 | 100 | 22 | 92 | 100 | 100 | 91
HCT-116 | 78 | 99 | 45 | 95 | 93 | 96 | 90
SF-268 | 25 | 97 | 68 | 89 | 95 | 92 | 89
HCC-2998 | 92 | 103 | 54 | 106 | 100 | 92 | 105
SNB-19 | -5.7* | 100 | 71 | 98 | 94 | 101 | 97
SF-539 | 49 | 102 | 65 | 92 | 91 | 102 | 100
U251 | 8.9* | 99 | 59 | 99 | 89 | 96 | 102
SF-295 | 89 | 93 | 30 | 93 | 96 | 97 | 98
SNB-75 | 75 | 97 | 64 | 88 | x | 74 | 99

Continued.
#	compound	KM12	HCT-116	SF-268	HCC-2998	SNB-19	SF-539	U251	SF-295	SNB-75
61	Cc1cc2nc3ccc(O)cc3nc2cc1N	103	101	96	101	104	92	99	109	73
62	COc1cc(C2CC(c3cc(OC)c(OC)c(OC)c3)=NN2C=O)ccc1Oc1ccnc2cc(Cl)ccc12 (centres undefined)	77	56	76	60	67	93	72	66	x
63	O=C(/C=C/c1ccccc1Cl)c1ccc(O)cc1	6.8*	13	54	113	x	94	31	47	47
64	CSc1nc2ncnc(N)c2[nH]1	101	98	98	101	108	104	98	89	67
65	O=C(Nc1ccc(F)cc1)NC1CCCCC1	111	103	112	105	100	89	103	x	93
66	CCCCCCCCCCCCCCCCCCNC(=S)/N=C\C(C(=O)Nc1ccccc1C)=C(/C)O	99	99	94	118	95	109	91	109	95
67	CCCCCCCCCCCCCCCCn1cc[n+](C)c1	-84*	-87*	-23*	-94*	-76*	-99*	-70*	-39*	-99*
68	Cc1cc(C2(c3cc(C)c(O)c(CN(CC(=O)O)CC(=O)O)c3)OC(=O)c3ccccc32)cc(CN(CC(=O)O)CC(=O)O)c1O	99	101	98	107	94	107	98	101	83
69	CC1(C)CC[C@]2(CO)CC[C@]3(C)[C@](O)([C@H](O)C[C@@H]4[C@@]5(C)CCCNC(C)(C)[C@@H]5CC[C@]43C)[C@@H]2C1	95	71	99	58	103	98	80	108	89
70	COc1cc2oc(-c3cccc(NC(=O)c4cccc(Br)c4)c3)cc(=O)c2c(O)c1OC	95	81	88	93	68	81	86	97	99
71	COc1ccc([C@@H]2[C@@H](O)C(=O)N2c2cc(OC)c(OC)c(OC)c2)cc1F	6.1*	2.3*	32	5.2*	25	-0.9*	12	5.9*	18
